High-throughput results (PubChem BioAssay)
aSyn 5UTR inh: 5' untranslated region of α-synuclein, MLPCN primary screen | alpha-synuclein 5'UTR reporter, inhibitor activity | AID 1813 | 300,000 compounds, 0.82% hits | inhibition, % (tested at 7.5 µM); in the data active = inhibition above about 60%;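 note: H4 neuroglioblastoma cells stably carrying SNCA 5'UTR luciferase fusion; 0% = DMSO wells and 100% = positive control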
IEC-6 cytotox: counter-screen for KLF5 inhibitors: cytotoxicity in IEC-6 cells; IEC-6 cytotoxicity, luminescence viability; inhibition, % at 5 µM; 290,000 compounds, 0.78% hits; AID 1825; in the data active = inhibition above about 22%;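 note: 0% = plate median of test compound wells and 100% = cytotoxic reference compound wells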
KLF5 inhibitor: kruppel-like factor 5 inhibition; DLD-1 KLF5 promoter-luciferase reporter, luminescence; inhibition, % at 5 µM; 290,000 compounds, 0.23% hits;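 active = inhibition above a per-plate limit of that plate's mean compound inhibition plus 3 SD, cut at about 60% in these data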;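 note: 0% = DMSO wells and 100% = LY294002 at 200 µM; higher means less KLF5 promoter-driven luciferase light; inactives centre near -14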
GSK3A inh: blocks human GSK-3 alpha kinase | P49840 | inhibition, % at 10 µM | ADP-Glo luminescence, 60 min | 320,000 compounds, 0.1% hits;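 in the data active = inhibition above about 50%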;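 note: GST-tagged GSK-3 alpha with peptide substrate and 25 µM ATP; 0% = DMSO neutral wells and 100% = GW8510 positive control wells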
Target sequence (P49840 whole entry, looked up): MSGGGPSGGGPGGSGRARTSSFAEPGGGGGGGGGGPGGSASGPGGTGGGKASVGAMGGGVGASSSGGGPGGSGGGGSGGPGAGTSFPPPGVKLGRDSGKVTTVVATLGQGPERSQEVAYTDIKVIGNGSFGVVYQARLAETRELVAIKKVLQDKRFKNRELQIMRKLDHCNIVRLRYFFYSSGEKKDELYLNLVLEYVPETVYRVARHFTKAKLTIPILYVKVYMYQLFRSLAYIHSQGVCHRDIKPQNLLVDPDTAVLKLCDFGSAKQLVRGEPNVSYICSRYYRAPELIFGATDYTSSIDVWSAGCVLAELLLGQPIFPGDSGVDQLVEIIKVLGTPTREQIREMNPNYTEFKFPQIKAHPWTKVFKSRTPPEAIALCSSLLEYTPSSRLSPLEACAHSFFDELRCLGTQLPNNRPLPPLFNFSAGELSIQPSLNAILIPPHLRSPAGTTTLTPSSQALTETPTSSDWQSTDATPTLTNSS
HSF-1 act: increases HSF-1 driven luciferase reporter signal; NIH3T3-HGL HSF-1 luciferase reporter, MG132, 8 h; 100% = twice DMSO control signal; activation, % at 9 µM; 300,000 compounds, 1.7% hits; AID 504408;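 active = mean replicate activation of at least 50% with a set share of replicates each reaching 50%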;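 note: 0% = median of the neutral control wells and 100% = twice that signal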
Platelet DG rel: platelet dense granule release activity; 300,000 compounds, 0.22% hits; inhibition, %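 (compounds screened at 7.5 µM in platelet-rich plasma)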; human platelet-rich plasma, SFLLRN dense granule ATP release, luminescence; AID 1663;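 active = mean replicate score, as percent of positive control, at or above 50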
HSF1 inh: HSF1 inhibition. NIH3T3-HGL HSE-luciferase, MG132-induced, luminescence 8 h; stronger effect = lower value. activity change, negative = inhibition, % at 7.5 µM (by protocol). 300,000 compounds, 0.77% hits. AID 2098;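 active = more than half of replicate wells show activity change below -50%, luminescence cut by over half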;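 note: luciferase reports HSF-1 transcriptional activity via heat shock element; 0% = median of DMSO wells and -100% = zero luminescence signal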
Dyrk1A ADPGlo: Dyrk1A (rat) kinase inhibition; AID 504441; inhibition, % at 12.5 µM; ADP-Glo luminescence, NFATc1 peptide; Q63470; 310,000 compounds, 0.43% hits; in the data active = inhibition above about 50%;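 note: plate controls were vehicle with enzyme for no effect and no enzyme for full effect; many of its hits are not listed in these tables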
GSK3B inh: blocks human GSK3beta kinase activity. P49841. GST-GSK3beta kinase, ADP-Glo luminescence, 60 min; stronger effect = lower value. activity score (negative = inhibition), % at 10 µM. 300,000 compounds, 0.038% hits. AID 2097;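 active = more than half of replicate wells score below -50%, meaning over 50% inhibition versus plate controls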;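 note: 0% = median DMSO wells and -100% = median GW8510 positive control wells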
Target sequence (P49841 whole entry, looked up): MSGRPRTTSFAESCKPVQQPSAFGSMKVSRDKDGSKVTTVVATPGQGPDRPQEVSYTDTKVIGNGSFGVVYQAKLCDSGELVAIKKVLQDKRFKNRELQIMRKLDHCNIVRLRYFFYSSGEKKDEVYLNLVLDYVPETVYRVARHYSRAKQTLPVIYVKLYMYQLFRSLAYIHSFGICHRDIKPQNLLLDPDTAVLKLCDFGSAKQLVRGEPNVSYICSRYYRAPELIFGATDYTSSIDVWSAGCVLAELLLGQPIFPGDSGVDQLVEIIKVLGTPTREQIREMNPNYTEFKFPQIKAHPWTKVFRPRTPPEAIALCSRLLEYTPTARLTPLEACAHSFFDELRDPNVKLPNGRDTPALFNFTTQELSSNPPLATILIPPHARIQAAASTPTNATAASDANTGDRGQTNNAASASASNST
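Test system – GST-tagged human GSK3beta kinase, cell-free · Incubation – 60 min enzyme reaction, room temperature · Signal – ADP-Glo luminescence · Also added – peptide substrate and ATP at 25 µM · Controls – DMSO neutral wells and GW8510 at 20 µM as positive · Buffer or medium – Tris/MgCl2 kinase buffer · Measure – Luminescence-derived activity versus plate DMSO and GW8510 wells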
HSP90 inh: HSP90 refolding inhibition in rabbit reticulocyte lysate; AID 1789; 290,000 compounds, 0.91% hits; luciferase refolding luminescence, 3 h; inhibition, % at 5.6 µM;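 active = inhibition above the screen-wide mean plus 3 SD, computed separately per campaign, cut at about 16% in these data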;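 note: 0% = DMSO wells and 100% = 60 µM geldanamycin wells; inhibitors lower the luminescence because luciferase stays unfolded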
* marks the source's active call; other numbers are inactive results; nt = not tested or not shown. Some of the compounds tested; rates above refer to the full screens.

SMILES	aSyn 5UTR inh	IEC-6 cytotox	KLF5 inhibitor	GSK3A inh	HSF-1 act	Platelet DG rel	HSF1 inh	Dyrk1A ADPGlo	GSK3B inh	HSP90 inh
Cc1cccc(NC(=O)CS(=O)(=O)c2cn(C)c3ccccc23)c1C	3	6	10	-2	-7	2	-3	4	0	1
CC(C)n1nnnc1-c1ccc(Cl)cc1	-13	-2	-5	1	-2	1	-1	1	1	0
O=C(/C=C\c1ccc2c(c1)OCO2)Nc1nnc(SCC(=O)OCc2ccccc2)s1	0	1	-10	2	-17	-7	-7	nt	6	-3
O=C(NNC(=O)c1sc2cccc(Cl)c2c1Cl)NC1CCCCC1	5	3	-1	-6	14	-1	10	-14	2	0
O=C(O)CCCC(=O)NCCc1cccc(Cl)c1	10	1	-10	0	3	2	-4	-1	1	1
COc1cc(C(=O)N2CCC(N3CCCCCC3)CC2)cc(OC)c1OC	3	1	-3	1	-2	-2	-11	2	-4	2
COc1ccc(NS(=O)(=O)c2cc(NC(=O)c3cccnc3Cl)ccc2N2CCCC2)cc1	3	2	-6	-3	-2	1	3	17	5	-1
COc1ccc([N+](=O)[O-])cc1NC(=O)CCNC(=O)Cn1ccc2ccccc2c1=O	0	-7	-13	0	14	5	-7	2	0	1
CC(=O)N1CCN(C(=O)Nc2cccc(C(F)(F)F)c2)CC1	-10	-1	-17	-4	8	4	7	6	2	1
Cc1ccc(NC(=O)N2CCc3ccccc32)cc1C	-35	5	-43	2	51*	16	15	3	2	18*
O=C(CSc1nc2ncc(Cl)cc2[nH]1)Nc1cccc(F)c1	-5	8	-1	nt	-15	-8	6	0	-1	-1
CCCOC(=O)Nc1ccc(S(=O)(=O)Nc2ncccn2)cc1	-6	1	-26	-4	1	-7	-4	5	-1	-1
CC(C)Oc1ccc(C(=O)Nc2nc3ccccc3[nH]2)cc1	81*	14	87*	-1	-55	34	-46	8	nt	83*
CCN(C(=O)CN1C(=O)COc2ccc(S(=O)(=O)N3CCCCCC3)cc21)c1cccc(C)c1	25	2	-22	-1	-3	-3	2	-5	4	-4
O=C(NCc1ccccc1)C(c1cccnc1)N(Cc1ccco1)C(=O)c1ccccn1 (centres undefined)	-15	-5	7	-2	-7	2	-9	5	-5	-1
CCOC(=O)C1(Cc2cccc(OC)c2)CCCN(Cc2c(C)nn(C(C)C)c2C)C1 (centres undefined)	-16	-3	-8	-1	-16	-10	-5	1	5	0
O=C(Nc1nc2cc3c(cc2s1)OCCO3)c1cccc(N2C(=O)CCC2=O)c1	-6	-5	-27	1	2	3	12	45	-2	-4
Cc1cccc(NC(=O)c2cccc(NC3=NC4CS(=O)(=O)CC4S3)c2)c1 (centres undefined)	-15	4	-12	5	-11	-2	4	0	2	2
CCOC(=O)N1CCN(C(=O)Cn2nc(C)n3nc(-c4ccccc4)cc3c2=O)CC1	10	1	3	-2	3	4	-3	5	2	-1
C1CCN=C(Nc2nn[nH]n2)CC1	-2	-2	-11	-2	0	1	2	-1	-3	0
Cc1ccc(SCC2CNc3nc4ccccc4c(=O)n32)c(C)c1 (centres undefined)	-49	3	-76	nt	-6	1	8	0	2	-8
CC(NC(=O)c1ccco1)c1ccc2c(c1)OCO2 (centres undefined)	3	-3	-18	0	0	-18	-2	-3	3	-3
O=C1CC(c2ccccc2)=Nc2ccccc2N1	-37	-2	3	9	-31	1	-19	5	0	0
Cc1ccc2ncc(S(=O)(=O)c3ccccc3)c(N3CCCCC3C)c2c1 (centres undefined)	23	10	-29	-2	0	3	0	6	1	5
O=C(CCn1cccc1)NCc1ccccc1	-4	0	-51	0	-2	-1	-1	3	5	-1
Cc1ccc2c(Cl)c(C(=O)NCCc3ccccc3)sc2c1	-166	-5	-85	0	77*	-12	41	-3	3	-4
CC(CNC(=O)c1ccc(NC2=NC3CS(=O)(=O)CC3S2)cc1)c1ccccc1 (centres undefined)	6	-1	8	-1	-14	0	1	-2	-3	-1
O=C(CCCOC(=O)c1ccc(O)cc1O)c1ccc(F)cc1	2	nt	nt	1	2	-1	11	1	2	nt
CC(OC(=O)c1ccc2c(c1)S(=O)(=O)c1ccccc1C2=O)C(N)=O (centres undefined)	11	-5	-8	1	-11	-1	-3	3	-1	-2
COc1ccccc1/C=C/C(=O)NC(=S)N1CCOCC1	-16	2	-70	-2	-4	-4	5	8	0	-2
CCC(C)NS(=O)(=O)c1ccc(NC(=O)c2ccc([N+](=O)[O-])cc2Cl)cc1 (centres undefined)	12	6	-4	0	11	-31	6	-1	1	5
COc1cccc(NC(C)(C)c2nnnn2-c2c(C)cccc2C)c1	-18	0	-7	0	46	2	12	3	3	2
O=C(Nc1nc2ccc(S(=O)(=O)N3CCCCC3)cc2s1)c1cccnc1	nt	4	-10	-3	nt	3	nt	-10	1	5
COc1ccc(C)cc1-n1nnnc1SC/C(O)=C(\C#N)c1nc2ccccc2[nH]1	6	4	-24	nt	-10	1	0	nt	2	4
CC(C)c1ccc(NC2CCCN(C(=O)CCc3cnn(C)c3)C2)cc1 (centres undefined)	0	-9	-37	-2	-5	2	0	10	3	-10
CC1CCCCC1NC(=O)CN1CCN(Cc2ccccc2Cl)C1=O (centres undefined)	28	-2	4	-1	19	3	-3	4	2	-1
Cc1cc(C)c(C#N)c(SCC(=O)N2CCN(Cc3ccccc3)CC2)n1	nt	-2	-24	-5	nt	nt	nt	-7	3	0
CC(C)CN1CCN(Cc2ccc(C#CC(C)(C)O)cc2)CC1CCO (centres undefined)	-22	2	-24	-3	-3	2	0	-6	3	1
CCCCCN(C(=O)CCC(=O)OCC(=O)NC1CCC(C)CC1)c1c(N)n(CCCC)c(=O)[nH]c1=O (centres undefined)	-3	nt	nt	-2	9	14	0	12	1	nt
CCCn1c(=S)[nH]c2cc(C(=O)N3CCc4ccccc43)ccc2c1=O	-3	-9	-2	-2	-6	-2	-11	2	-6	0

In the list so far, 2 have a nitro group on carbon:
SMILES	aSyn 5UTR inh	IEC-6 cytotox	KLF5 inhibitor	GSK3A inh	HSF-1 act	Platelet DG rel	HSF1 inh	Dyrk1A ADPGlo	GSK3B inh	HSP90 inh
COc1ccc([N+](=O)[O-])cc1NC(=O)CCNC(=O)Cn1ccc2ccccc2c1=O	0	-7	-13	0	14	5	-7	2	0	1
CCC(C)NS(=O)(=O)c1ccc(NC(=O)c2ccc([N+](=O)[O-])cc2Cl)cc1 (centres undefined)	12	6	-4	0	11	-31	6	-1	1	5

Limited to HSF1 inh, Platelet DG rel and Dyrk1A ADPGlo, for three of the compounds above:
smiles,HSF1 inh,Platelet DG rel,Dyrk1A ADPGlo
CC(=O)N1CCN(C(=O)Nc2cccc(C(F)(F)F)c2)CC1,7,4,6
COc1cccc(NC(C)(C)c2nnnn2-c2c(C)cccc2C)c1,12,2,3
Cc1ccc(NC(=O)N2CCc3ccccc32)cc1C,15,16,3

Random excerpt: 2 compounds from above, in no set order.
SMILES	aSyn 5UTR inh	IEC-6 cytotox	KLF5 inhibitor	GSK3A inh	HSF-1 act	Platelet DG rel	HSF1 inh	Dyrk1A ADPGlo	GSK3B inh	HSP90 inh
CCCCCN(C(=O)CCC(=O)OCC(=O)NC1CCC(C)CC1)c1c(N)n(CCCC)c(=O)[nH]c1=O (centres undefined)	-3	nt	nt	-2	9	14	0	12	1	nt
CC(C)CN1CCN(Cc2ccc(C#CC(C)(C)O)cc2)CC1CCO (centres undefined)	-22	2	-24	-3	-3	2	0	-6	3	1

Later entries.
SMILES	aSyn 5UTR inh	IEC-6 cytotox	KLF5 inhibitor	GSK3A inh	HSF-1 act	Platelet DG rel	HSF1 inh	Dyrk1A ADPGlo	GSK3B inh	HSP90 inh
CC(=O)c1c(C)[nH]c(C(=O)OCC(=O)Nc2sc3c(c2C#N)CCC(C)C3)c1C (centres undefined)	15	-2	-18	-1	-16	2	-2	-1	-4	-2
CN(C)c1ccc(/C=N/NC2=NS(=O)(=O)c3ccccc32)cc1	-5	-1	-38	-2	0	6	-2	5	1	6
COc1ccc(-c2nc(NC(=O)c3ccc(OCC(=O)N4CCOCC4)c(OC)c3)sc2C)cc1	7	0	7	-3	12	-1	-6	nt	0	-4
CCN(CC)S(=O)(=O)c1ccc(C(=O)NCc2n[nH]c(=S)n2-c2ccccc2OC)cc1	-4	2	-4	-1	-1	0	1	nt	4	-1
CC1CCC(C(=O)NC(C(=O)Nc2ccccn2)C(C)C)CC1 (centres undefined)	-10	1	-40	1	23	4	-6	-14	1	-5
CN(C(=O)COC(=O)C(C)(C)Oc1ccc(Cl)cc1)c1c(N)n(Cc2ccccc2)c(=O)[nH]c1=O	1	nt	nt	3	15	-2	6	9	-1	nt
O=C(Nc1ccc(Oc2ccccc2)nc1)C1CCN(Cc2ccco2)CC1	24	-13	-61	4	-13	-23	5	-4	3	-3
CC1CC(C)(C)NC(=S)N1CCCC(=O)Nc1ccc(Br)cc1 (centres undefined)	3	-1	-9	nt	2	0	-4	nt	nt	0
COc1ccccc1CN1CC(C(=O)NC2CCOCC2)CCC1=O (centres undefined)	2	3	-10	-1	12	-1	1	2	1	-2
O=C(COc1ccc(F)cc1)Nc1nnc(C2CCCCC2)s1	-3	2	-28	1	1	15	7	12	3	8

Molecules shown so far containing two or more sulfur atoms, in the order listed:
SMILES	aSyn 5UTR inh	IEC-6 cytotox	KLF5 inhibitor	GSK3A inh	HSF-1 act	Platelet DG rel	HSF1 inh	Dyrk1A ADPGlo	GSK3B inh	HSP90 inh
O=C(/C=C\c1ccc2c(c1)OCO2)Nc1nnc(SCC(=O)OCc2ccccc2)s1	0	1	-10	2	-17	-7	-7	nt	6	-3
Cc1cccc(NC(=O)c2cccc(NC3=NC4CS(=O)(=O)CC4S3)c2)c1 (centres undefined)	-15	4	-12	5	-11	-2	4	0	2	2
CC(CNC(=O)c1ccc(NC2=NC3CS(=O)(=O)CC3S2)cc1)c1ccccc1 (centres undefined)	6	-1	8	-1	-14	0	1	-2	-3	-1
O=C(Nc1nc2ccc(S(=O)(=O)N3CCCCC3)cc2s1)c1cccnc1	nt	4	-10	-3	nt	3	nt	-10	1	5
CCN(CC)S(=O)(=O)c1ccc(C(=O)NCc2n[nH]c(=S)n2-c2ccccc2OC)cc1	-4	2	-4	-1	-1	0	1	nt	4	-1

Other structures follow:
SMILES	aSyn 5UTR inh	IEC-6 cytotox	KLF5 inhibitor	GSK3A inh	HSF-1 act	Platelet DG rel	HSF1 inh	Dyrk1A ADPGlo	GSK3B inh	HSP90 inh
C/C(=N\OCC(=O)Nn1c(C)nc2ccccc2c1=O)c1cccs1	-17	-4	-18	-4	2	-3	0	nt	1	7
COc1ccccc1NC(=O)COC(=O)c1ccc([N+](=O)[O-])s1	3	-1	16	2	-3	-10	-6	0	1	-3
Cc1cc(C)c2c(N)c(C(=O)c3ccc(Cl)c(Cl)c3)sc2n1	-24	-6	-9	-3	5	-9	1	1	-2	0
Cc1nn(CC#N)c(=O)n1-c1ccccc1F	13	-2	-17	-1	-18	3	-4	7	-5	2
CCOc1ccccc1C(=O)NCC(=O)NCCCc1ccccc1	30	1	-24	-2	5	-1	-3	2	nt	3
